RAD54 inh = inhibitors of human RAD54 branch migration | RAD54 Holliday junction branch migration, FAM/BHQ fluorescence | inhibition, % at 10.4 µM | 360,000 tested, 0.14% active;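 active = mean normalized replicate activity at least 40 and at least half of replicates scoring 40 or more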;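 also: 0% = median of neutral control wells and 100% = median of positive control wells; inhibitors cause a drop in the FAM fluorescence signal; in these data hits start at about 50%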
E-sel inducer = induces E-selectin expression in human endothelial cells; AID 686992; activation, % at 7.58 µM; 260,000 tested, 0.37% active; HUVEC E-selectin immunofluorescence imaging; normalized: neutral wells 0, TNF-alpha wells 100;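 active = mean E-selectin-positive cell signal at least 10% of the positive control, reached in at least 60% of replicates, without over 20% cell loss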;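 also: in these data hits start at about 27%; measured in HUVEC primary endothelial cells; signal is the percent of cells scored E-selectin positive by PE staining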
Target sequence (P16581 whole entry, looked up): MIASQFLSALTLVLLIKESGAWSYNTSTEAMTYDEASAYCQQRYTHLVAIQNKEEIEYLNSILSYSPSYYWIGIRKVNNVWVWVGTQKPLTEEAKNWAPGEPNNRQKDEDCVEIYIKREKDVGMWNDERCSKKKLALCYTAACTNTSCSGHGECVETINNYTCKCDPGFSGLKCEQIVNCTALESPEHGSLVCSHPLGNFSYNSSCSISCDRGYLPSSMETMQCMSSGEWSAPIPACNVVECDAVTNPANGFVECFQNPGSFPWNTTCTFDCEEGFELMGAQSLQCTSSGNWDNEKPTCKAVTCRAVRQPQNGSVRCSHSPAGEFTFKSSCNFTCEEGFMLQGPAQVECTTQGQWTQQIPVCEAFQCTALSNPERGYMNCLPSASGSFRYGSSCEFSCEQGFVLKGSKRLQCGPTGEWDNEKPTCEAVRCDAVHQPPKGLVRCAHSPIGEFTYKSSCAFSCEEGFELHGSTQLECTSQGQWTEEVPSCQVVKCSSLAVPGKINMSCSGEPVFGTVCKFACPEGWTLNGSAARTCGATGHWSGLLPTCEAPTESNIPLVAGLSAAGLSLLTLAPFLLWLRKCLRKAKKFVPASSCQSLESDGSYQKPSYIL
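Material: HUVEC primary endothelial cells; Amount: 3,000 cells per well; Dosing: single concentration; Medium: EGM-2 growth medium on 0.1% gelatin-coated wells; Read-out basis: percent E-selectin-positive cells; Signal: immunofluorescence imaging; Control set: TNF-alpha, DMSO.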
ERAP1 HTS inh = ERAP1 (human) enzyme inhibition | recombinant ERAP1, Leu-AMC fluorescence, 60 min | inhibition, % at 10.7 µM | 340,000 tested, 0.15% active;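 active = mean replicate inhibition of at least 30%, or all replicates individually reaching that 30% level; inactive = mean below 30% and not every replicate reaching it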;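 also: 0% = neutral control wells and 100% = L-leucinethiol positive control wells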
PGC1a acetyl inh = lowers PGC1a acetylation signal in U2OS cells | AlphaScreen anti-acetyl-lysine; with virally co-expressed GCN5 acetyltransferase | inhibition, % at 15.6 µM | 350,000 tested, 0.17% active | AID 651687;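 active = every replicate shows inhibition of at least 40%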;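 also: 0% = neutral control wells and 100% = positive control wells; some results beyond the cut were filed as inactive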
PglD inh = blocks C. jejuni PglD acetyltransferase activity | 360,000 tested, 0.098% active | inhibition, % at 12.5 µM | purified PglD enzyme, DTNB colorimetric CoA detection; in the data active = inhibition above about 16%, passing the limit was not always enough; also: strong numbers were not always called active
miR-122 sensor = inhibitors of miR-122 in Huh7 cells | Huh7 miR-122 Renilla luciferase sensor, 48 h; neutral wells = 0, positive control = 100 | activation (reporter increase), % at 12.5 µM | 340,000 tested, 0.3% active | AID 602342;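 active = mean replicate activation score at least 90 and every replicate individually at or above 90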;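 also: higher luciferase means less miR-122 activity so hits act as miR-122 inhibitors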
RAD52 inh = RAD52 (human) annealing inhibition. P43351. recombinant RAD52 DNA annealing, FRET fluorescence. inhibition, % at 18.7 µM. 360,000 tested, 0.46% active. AID 651710;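 active = every replicate showing at least 50% inhibition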
Target sequence (P43351 whole entry, looked up): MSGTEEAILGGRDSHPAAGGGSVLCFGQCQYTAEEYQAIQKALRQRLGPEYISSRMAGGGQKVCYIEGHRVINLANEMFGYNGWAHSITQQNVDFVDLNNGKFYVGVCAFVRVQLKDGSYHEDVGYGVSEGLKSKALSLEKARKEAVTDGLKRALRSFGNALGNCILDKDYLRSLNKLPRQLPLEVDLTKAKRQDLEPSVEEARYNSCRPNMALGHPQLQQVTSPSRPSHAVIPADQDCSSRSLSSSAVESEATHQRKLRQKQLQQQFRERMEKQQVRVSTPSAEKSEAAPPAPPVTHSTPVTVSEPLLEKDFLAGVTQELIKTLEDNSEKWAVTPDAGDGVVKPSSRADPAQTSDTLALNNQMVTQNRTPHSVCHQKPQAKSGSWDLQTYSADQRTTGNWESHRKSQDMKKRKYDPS
Cneo AK release = causes C. neoformans cell lysis; adenylate kinase release luminescence, 4 h; normalised: neutral wells 0, clomiphene wells 100; 360,000 tested, 0.2% active; lysis activity, % at 15 µM;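 active = mean lysis activity across replicates of at least 80%, whatever share of replicates individually reach that level; inactive = mean lysis activity below 80%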
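Test system: log-phase Cryptococcus neoformans yeast cells. Input: 5 × 10^6 yeast cells/mL. Medium: fresh YPD growth medium. Doses: single dose. Incubation: static 4 h at 37 °C with compound, 1 h detection. Measured by: luminescent adenylate kinase detection reagent. Read-out: signal increase indicating cell lysis. Benchmarks: Clomiphene.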
* hit, by the source's call; . = not tested or not shown; [ ] = remark or other dose. Compounds were not picked by outcome; about 1.4% have a hit in one of these screens.

Results follow in this order: RAD54 inh, E-sel inducer, ERAP1 HTS inh, PGC1a acetyl inh, PglD inh, miR-122 sensor, RAD52 inh, Cneo AK release
1) CCCOC(=O)c1c(NC(=O)/C=C/c2cnn(C)c2C)sc(C(=O)OC)c1C
    -0.8, ., -1.9, 7.3, -2.7, 0.4, -16.7, 14.2
2) C[C@H](CO)N1C[C@H](C)[C@@H](CN(C)Cc2ccc3c(c2)OCO3)Oc2ncc(Br)cc2C1=O
    -0.3, 0.0, -0.4, -5.2, 4.0, 0.6[16.7 µM], -9.4, -9.8
3) NC(N)=S
    1.5, 1.5, 1.7, -14.0, -2.8, 5.7, -11.5, 0.6
4) CC(=O)N1CC(=O)N2[C@@H](CO)[C@H](c3ccc(C#Cc4cccnc4)cc3)[C@@H]2C1
    ., -0.1, -0.7, 0.7, ., ., 0.4, .
5) Cc1[nH]c(=O)[nH]c(=O)c1/C=C/C(=O)OCC(C)C
    -9.4, ., 4.0, 2.0, 5.8, 2.7, -21.9, -10.0
6) CNc1cncc(-c2ccc(OC)cc2OC)n1
    -2.0, 0.1, -0.6, 4.5, -0.5, -0.3, -20.2, -0.1
7) CCCc1nnc(NC(=O)CSc2nnc(-c3ccco3)n2C)s1
    -1.2, ., -3.9, 1.2, -2.4, 2.1, -1.5, -0.3
8) O=c1c2ccccc2nnn1COc1cccc(Cl)c1
    -4.1, 4.4, -2.1, ., 1.5, -2.9, -3.4, -1.1
9) COc1ccc(/C=C(/NC(=O)c2ccccc2)C(=O)N2CCOCC2)cc1OC
    -2.3, ., 0.6, 2.0, -0.6, -5.9, -7.0, -1.8
10) O=C(Cc1ccccc1)NC1CCSc2ccccc21 (stereo not drawn)
    1.1, -0.3, 0.1, ., 3.4, ., -0.4, 0.8
11) CCCCOc1ccc(C2/C(=C(\O)c3ccc4c(c3)OCCO4)C(=O)C(=O)N2CCCN2CCOCC2)cc1 (stereo not drawn)
    11.3, -0.9, -1.3, 1.3, 0.8, 3.6, -9.3, 5.3
12) COCCNC(=O)[C@H]1[C@H](CO)[C@H]2Cn3c(ccc(-c4ccccc4F)c3=O)[C@@H]1N2S(C)(=O)=O
    25.7, 0.0, 1.1, ., -6.0, ., 17.7, 1.3
13) COC(=O)c1c(NC(NC(=O)C(C)C)C(Cl)(Cl)Cl)sc2c1CCC2 (stereo not drawn)
    2.4, ., 0.4, ., -2.3, -1.9, -17.4, 2.9
14) COc1cc(OC)c(NC(=O)CCc2nc(-c3ccc(C)cc3)no2)cc1Cl
    5.2, ., ., 8.1, -12.6, -5.9, ., -1.5
15) COc1cc(NC(=O)C2CC(=O)N(Cc3ccco3)C2)cc(OC)c1 (stereo not drawn)
    -13.6, 0.1, 0.1, ., -0.1, 0.5, -1.0, 0.6
16) COc1ccc2c3c(n(C)c2c1)[C@@H](CO)N(CC1CC1)CC31CCN(C(=O)CC2CC2)CC1
    ., -0.4, -6.4, 3.7, ., ., -79.9, .
17) COc1cccc(-c2sc3ccc(OC)cc3c2C#CC2(O)CCCCC2)c1
    -4.6, 0.1, 5.9, 4.1, 0.2, 2.2, -9.9, -11.4
18) CCCn1c(=N)n(CC(=O)c2ccc(Cl)cc2)c2ccccc21
    -7.0, ., 2.7, -13.3, 4.2, 7.7, -2.0, -1.0
19) Cc1ccc(-c2cnc(C(O)c3cc(C)cc(C)c3)[nH]2)cc1 (stereo not drawn)
    6.2, 0.1, 2.2, -5.2, 0.3, 3.5, -24.3, 1.2
20) CNc1ncc(C(=O)c2ccc(Cl)cc2)s1
    10.4, ., ., 5.7, -0.2, -3.9, ., -0.8
21) Cc1noc(C)c1S(=O)(=O)Nc1ccc2c(c1)C(=O)N([C@H](C)CO)C[C@H](C)[C@H](CN(C)CC1CC1)O2
    -4.0, ., -0.3, 7.2, -1.4, 0.8[16.7 µM], 13.6, 7.7
22) CO[C@H]1CN(C)C(=O)c2cc(NC(=O)Nc3c(C)noc3C)ccc2OC[C@@H](C)N(CCC(F)(F)F)C[C@@H]1C
    7.1, 0.0, -0.3, -1.8, -2.0, ., 1.1, -1.9
23) O=C(CSc1cccc[n+]1[O-])c1ccc(-c2ccccc2)cc1
    -3.8, -2.5, 1.3, -3.4, 0.6, 5.0, -24.7, -0.9
24) Cc1[nH]n(C(N)=S)c(=O)c1N=Nc1ccc(S(=O)(=O)N2CCCCCC2)cc1
    -13.1, ., ., ., -1.3, -5.1, ., -0.2
25) Cc1cc(C(=O)Nc2nncs2)oc1C
    -6.0, ., -1.0, 13.2, -14.3, -8.8, 3.1, -0.4
26) O=C1C(Cl)=C(N2CCCCCC2)C(=O)N1c1ccccc1Cl
    -1.7, -0.3, 1.9, ., -2.1, ., -27.3, -0.8
27) CCN1c2ccccc2-c2nc3ccccc3n2C1c1ccco1 (stereo not drawn)
    8.6, ., ., 5.0, -3.1, -17.8, ., 3.4
28) CC(=O)Nc1ccc(C(=O)N2CCCCC2c2cc(C(=O)Nc3cccc4c3CCCC4)no2)cc1 (stereo not drawn)
    11.0, 0.3, -3.9, -14.9, -1.3, 8.3, -12.4, 0.8
29) COc1cc(C(=O)OCCCN=C2NS(=O)(=O)c3ccccc32)cc(OC)c1OC
    ., ., 1.4, 2.3, ., -3.4, -10.4, .
30) Cc1cccc(NC(=O)COC(=O)CN2CCCCCC2=O)c1C
    -10.5, -0.2, -1.2, -2.1, 1.2, 3.5, -8.3, -0.6
31) C=C(Br)Cn1c(CCC)nc2ccccc21
    2.4, ., ., -21.2, 3.4, -4.9, ., 0.2
32) C[C@@H]1CCCCO[C@@H](CN(C)S(=O)(=O)c2ccccc2)[C@@H](C)CN([C@@H](C)CO)C(=O)c2cc(NC(=O)Nc3ccc4c(c3)OCO4)ccc2O1
    1.1, 0.1, 2.7, 15.1, 1.2, -2.5[16.7 µM], -9.9, 0.5
33) O=C1CN(S(=O)(=O)c2ccccc2)C[C@H]2[C@@H](c3ccc(C#Cc4ccccc4)cc3)[C@@H](CO)N12
    ., 0.1, 1.1, -7.3, ., ., -27.9, .
34) COc1ccc(C(=O)N2CCN(c3cccc(Cl)c3)CC2)cc1S(=O)(=O)NC1CC1
    2.7, 0.3, -0.5, -4.8, -4.4, 11.5, -5.5, -0.7
35) COc1cc(NC(=O)c2ccc3c(c2)S(=O)(=O)N=C2CCCCCN23)cc(OC)c1
    9.5, ., 2.3, -10.6, 3.1, 2.3, -12.5, -0.4
36) CN(c1ccc(C(=O)N2CCN(c3ccc(F)cc3)CC2)cc1)S(C)(=O)=O
    0.2, ., ., 6.3, -5.7, -5.8, ., -2.0
37) COc1ccc(Cl)cc1NC(=O)c1ccccc1C
    -15.3, ., ., -3.6, ., 10.1, ., 3.7
38) COCc1ccc(-c2c(-c3ccc(OC)cc3)oc(=O)c3cc(OC)c(OC)cc23)cc1
    0.2, 0.0, -3.2, ., 5.8, 3.1, -14.1, 9.6
39) Cc1cc(C)c(NC(=S)NCCCSC2CCCCC2)c(C)c1
    12.0, 0.3, 2.6, 5.1, -3.0, -4.5, -1.4, 51.3
40) Cc1ccc(C)c(NC(=O)COC(=O)c2ccc(S(=O)(=O)N3CCCCC3)cc2)c1
    2.1, ., 2.8, -3.2, 1.1, 10.9, -6.0, 3.1
41) CN(Cc1ccc(F)cc1)C(=O)c1cc(COc2ccc(-n3cncn3)cc2)on1
    1.9, 0.1, -1.5, 7.3, -4.8, -4.9, -10.3, -2.5
42) CN(C)C(=O)C[C@H]1C[C@H]2c3cc(NC(=O)c4cccnc4)ccc3O[C@H]2[C@H](CO)O1
    -0.3, 0.1, -2.1, 3.2, 1.8, -2.4[16.7 µM], -0.5, 1.3
43) CCOP(=O)(OCC)c1nc(/C=C/c2ccccc2)oc1NCc1ccc(OC)cc1
    3.0, ., -28.5, -10.5, 0.8, -2.7, 7.1, -0.6
44) C[C@H](CO)N1C[C@H](C)[C@H](CN(C)C(=O)Nc2cccc3ccccc23)Oc2ncc(C#Cc3ccc(C(F)(F)F)cc3)cc2C1=O
    -1.6, -0.1, -0.3, 4.2, -0.9, -30.7[16.7 µM], -21.1, -6.0
45) CN(C)C(CNc1ccc(C(F)(F)F)cn1)c1ccccc1 (stereo not drawn)
    1.8, 0.1, -4.2, 5.3, -0.8, 4.9, -10.4, 0.1
46) CO[C@H]1CN(C)C(=O)c2ccc(NC(=O)C3CCOCC3)cc2OC[C@H](C)N(Cc2cccnc2)C[C@@H]1C
    ., -0.1, 3.1, 0.0, ., ., -6.1, .
47) O=C(CCN1C(=O)c2ccccc2C1=O)C1=NN[C@@H]2C(=O)N(c3ccc4c(c3)OCCO4)C(=O)[C@H]12
    5.0, -0.1, -1.8, 9.6, 4.7, -8.5, -8.4, 0.0
48) COc1cccc(-c2csc3nc[nH]c(=O)c23)c1
    12.6, ., ., ., -2.2, 6.8, ., -0.5
49) COc1ccc(NC(=O)c2cccc3c(-c4cnn(C)c4)coc23)cc1
    -1.3, -0.1, 2.0, 10.4, -2.1, 2.6, -0.1, -3.0
50) COc1ccc(Cl)cc1N(CC(=O)NCCSc1ccccn1)S(=O)(=O)c1ccccc1
    7.2, ., -3.1, 0.9, -7.6, 19.5, -13.9, -0.5
51) CN(C)C(=O)Oc1ccc[n+](C)c1
    1.0, 1.2, -3.5, -3.0, -4.8, -5.9, -1.7, -2.1
52) CCOC(=O)C1(Cc2cccc(OC)c2)CCN(Cc2cnc(C)s2)CC1
    -5.6, ., 8.6, -11.7, -1.0, -1.3, -6.5, 1.0
53) COc1ccc(/C=N/NC(=O)c2ccc(Cn3cc([N+](=O)[O-])cn3)o2)cc1O
    -14.3, ., ., -4.2, -8.5, -1.8, ., -0.6
54) Cc1cccc(C(=O)NCc2nnc(SC(C)C(=O)Nc3nnc(C)s3)n2C)c1 (stereo not drawn)
    -6.0, ., 2.1, 2.0, 0.0, 3.3, -9.0, -1.5
55) COCCOc1cc(N)c(Cl)cc1Cl
    5.1, -3.3, -2.3, -13.9, -6.2, -5.2, -8.0, 1.1
56) COc1ccc(NC(=O)N(C)C[C@H]2Oc3c(NS(=O)(=O)c4ccccc4)cccc3C(=O)N([C@H](C)CO)C[C@@H]2C)cc1
    ., -0.6, -1.3, 2.8, ., ., 2.4, .

Complete entries, quoted from the list. Order of screens: RAD54 inh	E-sel inducer	ERAP1 HTS inh	PGC1a acetyl inh	PglD inh	miR-122 sensor	RAD52 inh	Cneo AK release
`CN(C)C(=O)Oc1ccc[n+](C)c1` across the screens: 1.0	1.2	-3.5	-3.0	-4.8	-5.9	-1.7	-2.1
`O=C(CCN1C(=O)c2ccccc2C1=O)C1=NN[C@@H]2C(=O)N(c3ccc4c(c3)OCCO4)C(=O)[C@H]12` across the screens: 5.0	-0.1	-1.8	9.6	4.7	-8.5	-8.4	0.0
`COc1ccc(/C=N/NC(=O)c2ccc(Cn3cc([N+](=O)[O-])cn3)o2)cc1O` across the screens: -14.3	.	.	-4.2	-8.5	-1.8	.	-0.6
